Screening results (PubChem BioAssay)
VHR inh abs: inhibitors of human VHR1 phosphatase (DUSP3); hit rate 0.52% among 290,000; inhibition, % at 13.3 µM; P51452; recombinant VHR phosphatase, pNPP absorbance; in the data active means inhibition above about 50%; further: some compounds called inactive have numbers as strong as hits
PriA SSB inh: K. pneumoniae PriA-SSBct interaction inhibition. hit rate 0.6% among 430,000. AlphaScreen SSBct-PriA binding, biotinylated peptide. inhibition, % at 33 µM; in the data active means inhibition mostly above about 37%, no sharp cut-off; inactive means mostly below about 20%;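 further: plate controls were negative control peptide for no effect and reference peptide for full effect; strong numbers were not always called active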
Y pestis TopoI: inhibitors of Yersinia pestis topoisomerase I | Y. pestis Topo-I cleavage product accumulation, plate reader | activity, % at 10 µM | hit rate 0.064% among 360,000; in the data active means activity above about 50%, passing the limit was not always enough; further: inactives centre near 2
Rv3671c protease: Rv3671c (M. tuberculosis) protease inhibition. P9WHR9. inhibition, % at 5.96 µM. hit rate 0.048% among 320,000; in the data active means inhibition above about 38%;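 further: extracellular domain of Rv3671c used as enzyme; 0% = enzyme with DMSO and 100% = no enzyme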
CCHF vOTU inh: CCHFV vOTU protease inhibition. inhibition, % at 11.5 µM. hit rate 0.55% among 370,000. Pep-AMC fluorescence; in the data active means inhibition above about 30%; further: 0% = vehicle wells with enzyme and 100% = no enzyme wells
TcdB GH inh: TcdB glycohydrolase inhibition. P18177. hit rate 0.24% among 350,000. TcdB glycohydrolase enzymatic assay, plate reader. inhibition, % at 9.99 µM; in the data active means inhibition above about 10%
Target sequence (P18177 whole entry, looked up): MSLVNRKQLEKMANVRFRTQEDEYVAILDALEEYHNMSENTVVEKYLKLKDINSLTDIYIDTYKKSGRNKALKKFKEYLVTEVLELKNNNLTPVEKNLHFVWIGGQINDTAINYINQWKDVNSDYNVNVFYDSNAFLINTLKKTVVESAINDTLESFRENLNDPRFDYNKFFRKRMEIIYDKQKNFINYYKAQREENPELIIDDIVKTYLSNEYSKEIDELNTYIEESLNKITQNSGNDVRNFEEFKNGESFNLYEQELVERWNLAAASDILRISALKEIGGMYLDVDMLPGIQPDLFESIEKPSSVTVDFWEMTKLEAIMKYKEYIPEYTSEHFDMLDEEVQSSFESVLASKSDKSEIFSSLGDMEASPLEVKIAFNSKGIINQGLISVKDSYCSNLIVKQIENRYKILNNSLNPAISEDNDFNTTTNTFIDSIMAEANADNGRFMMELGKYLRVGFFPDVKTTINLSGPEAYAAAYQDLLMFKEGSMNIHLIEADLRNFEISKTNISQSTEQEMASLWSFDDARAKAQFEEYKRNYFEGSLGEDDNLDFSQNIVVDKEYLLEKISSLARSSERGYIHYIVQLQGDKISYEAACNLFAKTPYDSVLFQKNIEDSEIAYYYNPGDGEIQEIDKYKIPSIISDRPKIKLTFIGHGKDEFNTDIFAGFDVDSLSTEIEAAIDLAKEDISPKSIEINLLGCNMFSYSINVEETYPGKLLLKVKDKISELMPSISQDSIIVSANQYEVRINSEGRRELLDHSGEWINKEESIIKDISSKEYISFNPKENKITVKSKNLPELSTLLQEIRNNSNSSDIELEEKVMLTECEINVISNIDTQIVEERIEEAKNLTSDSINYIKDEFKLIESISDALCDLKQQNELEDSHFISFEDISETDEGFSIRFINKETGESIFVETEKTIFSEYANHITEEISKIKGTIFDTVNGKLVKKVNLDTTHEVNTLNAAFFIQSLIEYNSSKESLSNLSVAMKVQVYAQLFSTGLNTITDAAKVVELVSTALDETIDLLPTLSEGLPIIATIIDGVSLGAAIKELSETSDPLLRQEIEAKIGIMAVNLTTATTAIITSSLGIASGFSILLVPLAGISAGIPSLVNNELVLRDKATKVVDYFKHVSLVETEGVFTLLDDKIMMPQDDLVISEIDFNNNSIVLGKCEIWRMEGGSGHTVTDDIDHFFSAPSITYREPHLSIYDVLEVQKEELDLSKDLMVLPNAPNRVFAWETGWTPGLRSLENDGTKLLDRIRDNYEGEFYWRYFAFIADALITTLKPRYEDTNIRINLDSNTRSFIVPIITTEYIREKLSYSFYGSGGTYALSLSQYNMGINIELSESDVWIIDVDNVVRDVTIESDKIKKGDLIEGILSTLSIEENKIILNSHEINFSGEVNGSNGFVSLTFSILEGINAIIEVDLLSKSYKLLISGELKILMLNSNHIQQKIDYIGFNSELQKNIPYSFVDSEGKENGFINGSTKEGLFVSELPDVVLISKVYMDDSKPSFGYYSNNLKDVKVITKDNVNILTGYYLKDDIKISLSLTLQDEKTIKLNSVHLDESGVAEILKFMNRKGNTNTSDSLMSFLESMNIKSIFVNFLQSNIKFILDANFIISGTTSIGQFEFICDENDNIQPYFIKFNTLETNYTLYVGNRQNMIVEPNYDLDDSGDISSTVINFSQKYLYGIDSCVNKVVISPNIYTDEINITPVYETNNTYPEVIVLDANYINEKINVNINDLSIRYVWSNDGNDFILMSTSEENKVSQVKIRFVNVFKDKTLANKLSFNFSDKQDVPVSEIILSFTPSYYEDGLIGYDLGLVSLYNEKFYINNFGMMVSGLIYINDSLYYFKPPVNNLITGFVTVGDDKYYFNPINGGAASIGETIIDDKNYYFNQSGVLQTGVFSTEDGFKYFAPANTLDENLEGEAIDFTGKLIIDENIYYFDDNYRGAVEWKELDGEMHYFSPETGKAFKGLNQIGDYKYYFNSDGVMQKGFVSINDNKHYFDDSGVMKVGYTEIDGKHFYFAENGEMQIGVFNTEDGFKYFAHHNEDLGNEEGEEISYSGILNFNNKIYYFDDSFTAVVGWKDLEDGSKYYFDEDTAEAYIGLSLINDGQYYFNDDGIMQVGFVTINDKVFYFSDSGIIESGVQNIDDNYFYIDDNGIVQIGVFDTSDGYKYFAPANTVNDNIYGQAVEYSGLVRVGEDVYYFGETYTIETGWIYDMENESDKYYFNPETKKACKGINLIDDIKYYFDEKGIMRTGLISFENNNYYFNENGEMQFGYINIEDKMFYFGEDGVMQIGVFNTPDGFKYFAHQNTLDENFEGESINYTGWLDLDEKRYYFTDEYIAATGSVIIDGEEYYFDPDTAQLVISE
BH1578 lux ind: inducers of Vibrio cholerae quorum light production without autoinducers; V. cholerae BH1578 lux reporter, luminescence, 6 h; hit rate 0.16% among 350,000; activation, % at 18.7 µM; in the data active means activation mostly above about 9.7%, no sharp cut-off; further: not every result past the cut was called active; inactives centre near 0; reference of the scale not given here
3CLpro inhibitor: SARS-CoV 3CLpro protease inhibition; hit rate 0.14% among 290,000; P0C6X7; inhibition, % at 6 µM; recombinant SARS-CoV 3CLpro, quenched FRET peptide cleavage; in the data active means inhibition above about 12%
MazEF act: increases E. coli MazEF RNase cleavage of RNA; FAM/BHQ RNA-DNA oligo cleavage fluorescence, 5 h; activation, % at 20 µM; hit rate 0.32% among 350,000; AID 504720; in the data active means activation above about 50%
PrPC surface inh: cell surface PrPC inhibition, primary TR-FRET screen; TR-FRET read-out; inhibition, % at 13.8 µM; hit rate 0.43% among 370,000; AID 720596; in the data active means inhibition above about 24%; further: 0% = median of the test wells and 100% = reference compound wells
* hit, by the source's call; i = inactive; nt = not tested or not shown; & = joins results of further samples.

Start of the data: the first 2 compounds as a preview:
SMILES	VHR inh abs	PriA SSB inh	Y pestis TopoI	Rv3671c protease	CCHF vOTU inh	TcdB GH inh	BH1578 lux ind	3CLpro inhibitor	MazEF act	PrPC surface inh
Cc1cc(C)n2nc(C(=O)OCC(=O)N(C)CC(=O)Nc3ccc(F)cc3)nc2n1	nt	-9	9	4	6	-0.5	i	nt	4	12
COc1ccc(CCNC(=O)CSc2nnc(Cc3cccn3C)n2C)cc1OC	12	-1	-11	3	4	0.6	-0.2	2	2	-1

The whole of this part, from the start:
SMILES	VHR inh abs	PriA SSB inh	Y pestis TopoI	Rv3671c protease	CCHF vOTU inh	TcdB GH inh	BH1578 lux ind	3CLpro inhibitor	MazEF act	PrPC surface inh
Cc1cc(C)n2nc(C(=O)OCC(=O)N(C)CC(=O)Nc3ccc(F)cc3)nc2n1	nt	-9	9	4	6	-0.5	i	nt	4	12
COc1ccc(CCNC(=O)CSc2nnc(Cc3cccn3C)n2C)cc1OC	12	-1	-11	3	4	0.6	-0.2	2	2	-1
Cc1ncc(CCl)c2c1OC(C)(C)OC2	-1	-19	-5	-5	4	nt	11	0	-3	0
Cc1cccc(CS(=O)(=O)c2ncc(Cl)c(C(=O)NCc3ccc4c(c3)OCO4)n2)c1	18	-4	30	-1	11	0.9	-0.3	5	8	-3
CCCC(c1nnnn1CS(=O)(=O)c1ccc(C)cc1)N1CCN(c2ccc(F)cc2)CC1 (stereo not given)	2	-19	3	-8	13	nt	i	-5	1	1
C=CCOc1ccc(/C=C2\SC(=S)N(NS(=O)(=O)c3ccc(C)cc3)C2=O)cc1	nt	-2	33	-14	20	-0.1	-0.6	9	1	-2
COc1ccc(OCc2cc(C(=O)N3CCCC(CO)C3)no2)c2ccccc12 (stereo not given)	13	15	26	-14	1	3.4	i	0	-5	3
Cc1cccc(NC(=O)c2ccc3c(=O)n(CC4CCCO4)c(=S)[nH]c3c2)c1 (stereo not given)	6	1	-7	-16	13	-2.2	-16	-2	6	6
COc1ccccc1C(=O)NC(C(=O)NCCc1nc2ccccc2[nH]1)=C(C)C	1	-2	2	9	-3	0.4	-0.2	1	8	-9
c1ccc(-c2csc(NC3CCCCC3)n2)cc1	10	2	14	-7	21	-4.7	-0.3	-4	-5	6
O=C(Cc1cccs1)Nc1ccc([N+](=O)[O-])cc1	29	8	-4	4	-5	0.7	i	3	11	-21
COc1ccc(-c2nc(CSCC(=O)N3CCC(C(N)=O)CC3)c(C)o2)cc1OC	21	-12	3	3	-11	-1.5	nt	-2	13	-2
O=C(NNC(=S)Nc1ccccc1Cl)c1ccncc1	25	-6	-6	7	-1	-1.0	i	-1	2	-1
CCN(C(=O)CSc1ccc2ccccc2n1)C1CCCCC1	nt	-7	49	-4	-4	1.5	i	nt	4	10
Cc1nn(-c2ccccc2)c(C)c1/C=C/C(=O)OCC(=O)N(C)C1CCS(=O)(=O)C1 (stereo not given)	26	-6	-1	0	7	0.5	i	-1	0	1
COc1cccc(NC(=O)N2CCCC2C(=O)NCc2ccc(Cl)cc2)c1 (stereo not given)	-11	-11	-12	3	-7	-1.2	i	-1	-11	5
CCOC(=O)C(=Nc1ccc(Cl)cc1)NO	7	-2	-8	-3	6	nt	-2.7	-3	0	0
O=S(=O)(N/N=C1/CCCc2ccccc21)c1ccc(Br)cc1	8	nt	-11	1	8	nt	-0.4	7	-2	4
COc1ccc(OC)c(/C=N/Nc2nc(C)cc(=O)[nH]2)c1	-5	nt	5	-1	-37	-7.0	i	3	1	0
Cc1ccc(C)c(SCc2noc(C(=O)NC(C)C)c2C(=O)O)c1	8	-8	3	-5	5	5.6	-0.2	1	0	5
N#Cc1c(-c2ccccc2)[nH]c(=S)[nH]c1=O	15	-4	6	0	7	nt	-0.6	6	-1	6
CC(C)Oc1ccc(N2C(=O)c3ccccc3C2=O)cc1	4	-13	-3	8	16	nt	i	6	-8	5
Cc1ccc(S(=O)(=O)N2CCC(C(=O)NCC3CC3)CC2)cc1	12	-2	-3	5	-3	1.7	-0.4	4	5	0
O=C1C2C3c4ccccc4C(c4ccccc43)C2C(=O)N1/N=C/c1cccc(O)c1 (stereo not given)	10	nt	10	-20	9	nt	-12	-1	6	-3
O=C(COC(=O)c1ccccn1)Nc1nc(-c2cccc([N+](=O)[O-])c2)cs1	1	8	1	-18	20	0.9	i	-3	3	-23
COC(=O)c1c(NC(=O)Cn2cc([N+](=O)[O-])cn2)sc2c1CCC2	45	-9	3	-2	1	nt	0.5	0	37	2
CCCNc1cc(=S)nc(N)[nH]1	-6	5	-1	12	-3	0.9	-0.3	-1	5	1
N#CC1CCN(c2ncccc2[N+](=O)[O-])CC1	32	1	4	2	-1	1.3	1.0	0	11	-16
O=C(O)c1cnn2c(-c3ccccc3)ccnc12	-19	2	-5	-1	-13	0.5	-0.7	-2	9	-6
CCOC(=O)c1c(NC(=O)/C=C/C(=O)O)sc(C)c1-c1ccc(F)cc1	0	-8	20	-16	16	-0.4	0.0	2	4	12
O=C(CSc1nnc(-c2ccco2)n1Cc1ccco1)Nc1ccccc1	23	5	12	2	-9	nt	-3.1	-1	-3	2
O=C(NCc1ccco1)c1cc2c(s1)CCCCC2	-1	-7	8	7	-8	nt	-0.2	0	7	-3
CCOc1ccc(S(=O)(=O)Nc2cccc(C)c2)c2cccnc12	32	-17	5	0	11	-0.6	-0.3	-2	5	-3
Cn1nc(NC(=O)C(F)(F)F)c2nccnc21	nt	nt	3	nt	6	0.3	i	nt	-3	-7
Cc1nc2ccccc2n1CCC(=O)Nc1cccc(F)c1	-9	-9	1	-5	2	nt	-0.6	5	-8	2
O=C(NC(NCc1cccnc1)C(Cl)(Cl)Cl)c1cccc2ccccc12 (stereo not given)	54*	-9&-7	1	-8	13	nt	-0.2	6	2	8
C#CCOCCOCCOCCNc1nc(N2CCN(C(=O)CCCCCCCCCCNC(=O)Cn3cc(CCCCCN)nn3)CC2)nc(N2CCN(C(=O)CCCCCCCCCCNC(=O)[C@H](CO)n3cc(CCCSC)nn3)CC2)n1	nt	23	-12	-6	nt	nt	0.1	nt	-26	nt
Cc1cccc(C(=O)Nc2ccc3c(c2)C(=O)N(CC(C)C)C3=O)c1	21	-14	9	0	-11	1.5	-0.6	1	9	-11
Cc1occc1-c1nnc(SCC(=O)NC2CC2)n1C(C)C	0	-2	2	-1	13	1.5	i	-10	-1	3
COc1cc(C2NC(=O)NC(C)=C2C(=O)OCC2CCCCC2)ccc1O (stereo not given)	5	-18	-11	-3	7	4.5	-0.3	-8	6	8
O=C(CSc1nncs1)Nc1ccc(S(=O)(=O)N2CCCC2)cc1	10	-5	3	-1	-4	-2.4	i	0	11	12
CCOC(=O)Cc1nnc(NC(=O)COc2ccc(OC)cc2)s1	-2	-11	10	-1	19	nt	i	-3	-4	-8
O=C(CN1C(=O)NC2(CCCCC2)C1=O)Nc1ccc(Cl)c(S(=O)(=O)N2CCOCC2)c1	nt	-8	0	-6	-6	-0.4	-1.2	nt	6	5
CCSc1nnc(NC(=O)CSc2nnc(-c3c[nH]c4ccccc34)n2C)s1	0	-9	-3	-5	3	1.4	-3.1	-2	6	8
COCCNC(=S)NN=C1CCCCC1	3	4	-5	4	-1	-0.6	-1.7	1	-3	-4

Part of the list above, reduced to Rv3671c protease and PrPC surface inh:
Structure,Rv3671c protease,PrPC surface inh
Cc1cccc(C(=O)Nc2ccc3c(c2)C(=O)N(CC(C)C)C3=O)c1,0,-11
Cc1occc1-c1nnc(SCC(=O)NC2CC2)n1C(C)C,-1,3
COc1cc(C2NC(=O)NC(C)=C2C(=O)OCC2CCCCC2)ccc1O (stereo not given),-3,8
O=C(CSc1nncs1)Nc1ccc(S(=O)(=O)N2CCCC2)cc1,-1,12

Further structures
SMILES	VHR inh abs	PriA SSB inh	Y pestis TopoI	Rv3671c protease	CCHF vOTU inh	TcdB GH inh	BH1578 lux ind	3CLpro inhibitor	MazEF act	PrPC surface inh
C/C(=N\OCc1ccccc1)c1c(O)cc(C(C)C)n(-c2ccccc2)c1=O	-17	nt	1	-6	7	0.0	-0.3	-5	4	-3
Cc1c2c(nc3nnnn13)CCCC2	5	9	-4	11	-6	0.3	-0.5	-3	2	12
CN1CCN(C(=O)COc2ccc(C(C)(C)C)cc2Br)CC1	4	-2	-4	-9	6	nt	-11	0	7	3
Cc1cc(C(=O)NNC(=O)c2cccc(C(F)(F)F)c2)no1	-4	-2	8	-15	-4	0.1	i	-2	8	-2
O=C1Nc2ccc(S(=O)(=O)N3CCCC3)c3cccc1c23	35	-2	-4	-4	-13	nt	i	3	4	-12
CCCCCN(C(=O)CCC(=O)OCc1cccc(C(F)(F)F)c1)c1c(N)n(CCCC)c(=O)[nH]c1=O	5	-10	-2	-7	24	0.5	-0.8	0	2	1
C=C(C)CSCc1nc2ccccc2[nH]1	-6	12&-9	-3	4	7	nt	i	-3	13	-3
COc1ccccc1-n1cnnc1SCC(=O)Nc1cc(C(C)(C)C)nn1-c1ccccc1	19	-6	9	-3	1	nt	-0.3	3	-4	7
O=C(Nc1nccs1)c1cccc(NC(=O)c2ccco2)c1	0	-4	-1	-7	0	nt	-4.0	1	4	3
CSCCC(NC(=O)c1cc(S(=O)(=O)N2CCOCC2)ccc1F)c1nc2ccccc2[nH]1 (stereo not given)	nt	-6	6	1	-2	0.8	2.0	nt	9	7
N#C/C(=C/c1ccc(Sc2nc3ccccc3[nH]2)o1)c1cccc(F)c1	7	-13	-7	-28	2	nt	0.0	0	2	12
CCC(C)n1c(C)cc(=O)n1C(C)CC (stereo not given)	nt	-5	7	nt	-2	0.4	-1.3	nt	8	1
COCCNC(=O)c1cccc2c1C(=O)c1ccc(N3CCOCC3)cc1S2(=O)=O	nt	-33	7	-4	24	-2.9	4.5	nt	-24	-33
CN(CCOc1ccccc1)C(=O)c1cc(S(=O)(=O)N2CCOCC2)ccc1Cl	nt	-14	-3	6	-4	1.7	-3.7	nt	0	4
CCCc1cc(=O)[nH]c(SCC(=O)Nc2ccc(C)c(S(=O)(=O)N3CCCCC3)c2)n1	nt	-5	-5	-5	14	0.9	-4.0	nt	-4	-6

As a short view, part of the list above.
SMILES	VHR inh abs	PriA SSB inh	Y pestis TopoI	Rv3671c protease	CCHF vOTU inh	TcdB GH inh	BH1578 lux ind	3CLpro inhibitor	MazEF act	PrPC surface inh
C/C(=N\OCc1ccccc1)c1c(O)cc(C(C)C)n(-c2ccccc2)c1=O	-17	nt	1	-6	7	0.0	-0.3	-5	4	-3
Cc1c2c(nc3nnnn13)CCCC2	5	9	-4	11	-6	0.3	-0.5	-3	2	12

Following part.
SMILES	VHR inh abs	PriA SSB inh	Y pestis TopoI	Rv3671c protease	CCHF vOTU inh	TcdB GH inh	BH1578 lux ind	3CLpro inhibitor	MazEF act	PrPC surface inh
CC(C)(C)c1ccccc1NC(=O)N1CCNC(=O)C1CC(=O)Nc1ccc(F)cc1 (stereo not given)	10	-1	-14	10	-4	1.7	-0.6	1	3	2
O=C(C1CCC(=O)N1Cc1ccccc1Cl)N1CCC2(CC1)OCCO2 (stereo not given)	24	-14	9	0	-5	nt	i	-2	6	4
Nc1nccnc1C(=O)OCC(=O)NC1CCCc2ccccc21 (stereo not given)	nt	7	-10	1	-88	0.4	i	nt	4	-9
CCOC(=O)CC1C(=O)NCCN1S(=O)(=O)c1ccccc1Cl (stereo not given)	28	-11	0	-3	-8	nt	i	6	0	-5
COc1ccc(OC)c(CCNC(=O)C(=O)Nc2ccc3nc4n(c(=O)c3c2)CCCCC4)c1	-8	4	24	-15	3	-1.9	-0.8	2	12	3
Cn1c(C2CCCCC2)nc2ccccc21	-4	-17	2	-3	-7	-3.3	i	2	-10	3
CCC(NC(=O)c1ccccc1NC(=O)C(C)(C)C)C(=O)N1CC(C)OC(C)C1 (stereo not given)	nt	-10	-6	5	17	0.3	0.0	nt	52*	1
COc1ccc(CNC(=O)C[C@H]2C[C@H](C(=O)N3CCCCC3)[C@@]3(C)c4[nH]c5ccc(Cl)cc5c4CCN3C2=O)cc1OC	nt	8	24	nt	13	1.9	-0.8	nt	4	-3
O=c1c2ccccc2nc2n1CCS2	13	4&-8	-2	3	-7	nt	1.4	4	-2	1
C#CCOc1ccc(Br)cc1C(c1c(C)[nH][nH]c1=O)c1c(C)[nH][nH]c1=O	8	-11	4	-7	-7	-0.6	0.4	0	5	-1
Cc1nc2c3ccccc3nc(NNC(=O)CCC(=O)NC3CCCC3)n2n1	8	4	0	-3	0	0.5	-1.4	-2	4	0
O=c1[nH]c(SCc2ccc(Cl)cc2)nc2[nH]ncc12	26	-7	4	-3	-12	0.9	i	5	-5	11

Not all compounds are listed; rates above refer to the full screens.
